Screening data deposited in PubChem by The Scripps Research Institute Molecular Screening Center.
CHRM1 agonist – activates human CHRM1 receptor | 360,000 tested, 0.33% active | P11229 | AID 588814 | activation, % at 3 µM | CHO-K1 hM1, Fluo-8 calcium fluorescence, agonist mode; 0% DMSO, 100% acetylcholine EC100;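 active = activation above the run's mean compound activation plus 3 SD, cut at about 16% in these data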;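 also: peak over basal fluorescence ratio within a 140 s kinetic read after compound addition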
Target sequence (P11229 whole entry, looked up): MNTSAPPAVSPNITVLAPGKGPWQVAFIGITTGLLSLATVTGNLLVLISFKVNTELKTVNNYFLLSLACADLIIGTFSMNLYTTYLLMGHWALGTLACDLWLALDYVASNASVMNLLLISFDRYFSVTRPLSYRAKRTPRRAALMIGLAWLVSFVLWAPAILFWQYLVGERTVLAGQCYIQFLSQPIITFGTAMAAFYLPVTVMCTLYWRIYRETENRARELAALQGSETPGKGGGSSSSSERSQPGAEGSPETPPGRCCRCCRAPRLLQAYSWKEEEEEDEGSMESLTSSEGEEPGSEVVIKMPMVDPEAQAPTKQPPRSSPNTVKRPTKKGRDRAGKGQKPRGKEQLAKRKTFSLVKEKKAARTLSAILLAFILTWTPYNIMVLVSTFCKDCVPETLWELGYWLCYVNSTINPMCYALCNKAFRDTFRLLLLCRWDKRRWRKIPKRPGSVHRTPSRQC
CHO-K1 Ca ag – counter-screen for M1 agonists: effect in parental CHO-K1 cells; Fluo-8 calcium fluorescence; scaled to maximal ATP response, vehicle zero; activation, % at 3 µM; 360,000 tested, 0.48% active; AID 602248; in the data active = activation above about 15%;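 also: untransfected CHO-K1 host cells lacking M1 receptor as counterscreen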
TAAR1 antagonist – antagonists of human TAAR1. 360,000 tested, 1.5% active. inhibition, % at 3 µM. CHO RD-HGA16 TAAR1, Fluo-8 calcium fluorescence, antagonist;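 active = inhibition above a per-plate cutoff, the mean inhibition of test compounds on that plate plus 3 SD, cut at about 49% in these data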;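 also: 0% = DMSO plus EC80 beta-PEA response and 100% = DMSO alone without agonist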
Target sequence (Q96RJ0 whole entry, looked up): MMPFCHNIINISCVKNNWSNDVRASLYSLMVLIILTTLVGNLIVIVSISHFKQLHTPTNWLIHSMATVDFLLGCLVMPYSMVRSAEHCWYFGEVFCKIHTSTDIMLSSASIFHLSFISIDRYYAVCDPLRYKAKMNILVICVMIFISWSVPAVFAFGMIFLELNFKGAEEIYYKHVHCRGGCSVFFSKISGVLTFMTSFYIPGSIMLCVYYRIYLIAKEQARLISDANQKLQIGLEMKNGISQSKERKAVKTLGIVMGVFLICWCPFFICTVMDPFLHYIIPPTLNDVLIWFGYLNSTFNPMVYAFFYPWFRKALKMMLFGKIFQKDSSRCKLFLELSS
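Test system: hTAAR1-expressing CHO RD-HGA16 cells, Gα16-coupled; Probe or stimulus: EC80 β-phenethylamine stimulus; Compound dosing: single nominal final test compound concentration of 3 µM; Timing: 140 s kinetic read after compound, 140 s after agonist; Signal: Fluo-8 calcium-sensitive fluorescence; Measure: % inhibition of agonist calcium response; Controls: DMSO and EC80 PEA controls.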
CHRM1 antagonist – human CHRM1 antagonism | CHO-K1 hM1, Fluo-8 calcium fluorescence, ACh EC80 antagonist | inhibition, % at 3 µM | 360,000 tested, 1.3% active;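 active = percent inhibition above its own plate's cutoff, namely the mean of that plate's compound wells plus 3 SD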;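 also: peak over basal fluorescence ratio during 140 s after agonist addition; 0% = ACh EC80 plus DMSO and 100% = DMSO alone without agonist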
CHO parental Ca – counter-screen: ATP calcium response change in parental CHO cells; parental CHO-K1, ATP-induced calcium, Fluo-8 fluorescence; AID 463079; inhibition, % at 5.6 µM; 330,000 tested, 0.63% active;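 active = inhibition above that plate's mean sample inhibition plus 3 SD, cut at about 26% in these data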;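 also: 0% = ATP-challenged DMSO wells and 100% = DMSO wells without ATP; some compounds past the cut are filed as inactive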
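Material: parental CHO cells / Compound: single nominal dose of 5.6 µM per compound / Signal: Fluo-8 fluorescence / Replicates: singlicate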
TAAR1 ag – agonists of human TAAR1; activation, % at 3 µM; CHO RD-HGA16 TAAR1, Fluo-8 calcium fluorescence; vehicle wells 0%, saturating PEA agonist 100%; 360,000 tested, 0.99% active; Q96RJ0;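 active = activation above the mean activation of all test compounds in the run plus 3 SD, cut at about 38% in these data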
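Assay system – CHO-derived RD-HGA16 cells with stable Gα16 and human TAAR1 · Compound dosing – one-point dosing at 3 µM (nominal) · Incubation – 17-24 h seeding, 75 min 37 °C dye, 30 min RT · Measured by – kinetic Fluo-8 calcium fluorescence · Control set – DMSO vehicle as 0%, PEA at EC100 as 100% · Repeats – single well for each compound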
CHO-K1 Ca PAM – M1 PAM counterscreen hit in parental CHO-K1 cells; ATP EC20, Fluo-8 calcium fluorescence; 0% at ATP EC20, 100% at ATP max; activation, % at 3 µM; 360,000 tested, 0.02% active; AID 602247;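 active = activation above the run cutoff, the mean activation of all test compounds plus 3 SD, cut at about 40% in these data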;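 also: peak over basal fluorescence ratio in a 140 s read after ATP addition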
OXTR potentiator – potentiates the human oxytocin receptor response. 320,000 tested, 0.061% active. P30559. AID 2445. activation, % at 3 µM. CHO-OTR cells, Fluo-8 calcium fluorescence, potentiator mode; 0% = oxytocin EC15, 100% = EC100;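 active = activation above that plate's cutoff, the mean activation of tested compounds plus 3 SD, cut at about 6.6% in these data, passing the limit was not always enough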;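 also: 100% uses oxytocin at 75 nM as the full agonist control; some results filed as inactive read as strong as hits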
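Material: CHO-OTR cells, human receptor; compound dosing: single dose, 3.0 µM nominal final compound concentration; schedule: 6 min compound pre-incubation at room temperature, 100 s kinetic read; measured by: kinetic Fluo-8 calcium fluorescence; read-out basis: % activation vs EC15 and EC100 oxytocin; controls: EC15 oxytocin alone as 0%, 75 nM oxytocin as 100%; replicates: singlicate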
CHO-K1 Ca antag – M1 antagonist counterscreen hit in parental CHO-K1 cells; ATP-induced calcium, Fluo-8 fluorescence; inhibition, % at 3 µM; 360,000 tested, 0.6% active;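 active = inhibition above a per-plate cutoff, the plate's mean sample inhibition plus 3 SD, cut at about 24% in these data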;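 also: 0% = DMSO plus EC80 ATP and 100% = DMSO alone without ATP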
* = called active by the depositor; . = not tested or not shown.

smiles	CHRM1 agonist	CHO-K1 Ca ag	TAAR1 antagonist	CHRM1 antagonist	CHO parental Ca	TAAR1 ag	CHO-K1 Ca PAM	OXTR potentiator	CHO-K1 Ca antag
O=C(CNC1CCN(Cc2ccccc2)CC1)Nc1ccc(S(=O)(=O)N2CCCCC2)cc1	-7	0.7	-15	44*	-8	1	-11	2	-6
Cc1cc(O)ccc1NC(=O)CCN1C(=O)c2ccc([N+](=O)[O-])cc2C1=O	-3	0.6	-8	2	6	0	12	-1	-5
O=C1c2c(O)cccc2Cc2cccc(O)c21	-2	0.3	104*	-12	4	-2	6	5	-2
CC(C)NC(=O)c1cc2ccccc2o1	-4	0.2	-25	-8	-8	13	14	-10	-3
Cc1nc2ccc(NS(=O)(=O)c3ccccc3Cl)cc2s1	-4	5.2	13	-4	-17	11	13	-5	-7
O=C(OCCCc1ccncc1)c1ccc(S(=O)(=O)N2CCOCC2)cc1	-9	5.6	-1	-7	-7	12	18	-3	-23
Cc1cc(Cl)ccc1NC(=S)N1CCN(Cc2ccccc2)CC1	3	0.6	-7	2	-17	6	7	-8	2
COCCn1c(SCC(=O)Nc2nc3ccccc3s2)nnc1-c1ccoc1C	0	6.3	-11	-2	-20	11	14	-9	-4
CC(SCc1ccccc1)C(=O)N/N=C/c1cccs1 (configuration not stated)	-1	0.2	-15	8	-17	-2	-10	-6	5
CC(OC(=O)C1=COCCO1)C(=O)Nc1ncc(Cl)cc1Cl (configuration not stated)	-1	0.4	12	-7	.	0	-13	.	3
CC1CCC2(CC1)NC(=O)N(CC(=O)Nc1ccc(C(N)=O)cc1)C2=O (configuration not stated)	-1	0.1	1	-7	-12	2	16	3	-10
CC(C)CN(C(=O)COC(=O)c1cccnc1Cl)c1c(N)n(Cc2ccccc2)c(=O)[nH]c1=O	-1	-0.3	-6	16	-18	1	-30	-11	14
COc1ccc(CC(=O)NCc2cccs2)cc1OC	-2	0.3	4	-10	-19	1	7	-3	-6
COc1ccc(OCc2nnc(SCC(=O)Nc3oc(C)c4c(C)n[nH]c(=O)c34)n2C)cc1	-3	0.5	-20	-10	.	1	-1	.	2
NCCc1c(C(=O)O)[nH]c2ccc([N+](=O)[O-])cc12	-2	0.6	-9	-9	-2	4	22	6	-16
Cc1ccc(CCNC(=O)Cn2ncc3c([nH]c4ccccc43)c2=O)cc1	0	2.2	-18	-13	-17	1	16	-11	-7
COc1cccc(CNC(=O)COC(=O)/C=C/c2ccc(SC)cc2)c1	0	5.1	17	0	-5	4	-7	-10	-15
COc1ccc(N=C2S/C(=C\c3cc(C)n(C)c3C)C(=O)N2CC(C)C)cc1	-4	1.5	-38	-1	-27	16	21	-18	-12
CC1(C)N=C(N)N=C(N)N1CCCCc1ccccc1	-8	2.2	-17	52*	.	1	1	.	-4
Cc1ccc(S(=O)(=O)Nc2ccc3nc(C)oc3c2)cc1	6	4.8	26	0	.	9	4	.	-8

Profiles as entered above.
`COc1cccc(CNC(=O)COC(=O)/C=C/c2ccc(SC)cc2)c1` as listed: CHRM1 agonist: 0; CHO-K1 Ca ag: 5.1; TAAR1 antagonist: 17; CHRM1 antagonist: 0; CHO parental Ca: -5; TAAR1 ag: 4; CHO-K1 Ca PAM: -7; OXTR potentiator: -10; CHO-K1 Ca antag: -15
`CC1CCC2(CC1)NC(=O)N(CC(=O)Nc1ccc(C(N)=O)cc1)C2=O` (configuration not stated) as listed: CHRM1 agonist: -1; CHO-K1 Ca ag: 0.1; TAAR1 antagonist: 1; CHRM1 antagonist: -7; CHO parental Ca: -12; TAAR1 ag: 2; CHO-K1 Ca PAM: 16; OXTR potentiator: 3; CHO-K1 Ca antag: -10

New compounds follow
smiles	CHRM1 agonist	CHO-K1 Ca ag	TAAR1 antagonist	CHRM1 antagonist	CHO parental Ca	TAAR1 ag	CHO-K1 Ca PAM	OXTR potentiator	CHO-K1 Ca antag
NS(=O)(=O)c1ccc(NC(=O)COC(=O)c2ccc(Cl)cc2[N+](=O)[O-])cc1	-1	0.3	-1	-17	-2	1	-4	2	3
CSc1ccc(/C=N/NC(=O)c2ccc(C)c(C)c2)cc1	-4	0.6	-6	-7	-2	-1	14	-5	-8
O=C(O)c1ccc(Cn2cc(Cl)cn2)cc1	-1	0.5	10	-5	2	4	13	-6	-4
CC(C)Sc1nnc(SCC(=O)N(C)C2CCS(=O)(=O)C2)s1 (configuration not stated)	-5	0.2	-15	-2	-3	6	8	-2	-15
NC(=O)C1CCN(C(=O)CN2CCc3ccccc32)CC1	6	0.4	3	-30	3	3	20	0	-14
COc1ccc(C(=S)N2CCN(S(=O)(=O)c3ccccc3)CC2)cc1	-3	3.3	-9	-7	-12	2	8	-6	-12
COCCCN1C(=O)C(CC(=O)NCC2CCCCC2)CC(C(=O)N2CCOCC2)=C1C (configuration not stated)	-2	0.2	-9	-5	.	2	15	.	1
COc1ccccc1NC(=O)CCn1c(=O)c2cccn2c2ccccc21	-1	5.3	23	2	-17	8	11	-11	-9
O=C1C2=C(SCCS2)C(=O)N1CCCO	-2	0.6	22	6	6	3	-8	-1	2
O=C(N/N=C/c1cccnc1)c1cccc(S(=O)(=O)Nc2cccc(Cl)c2)c1	-2	-0.3	-5	-4	-9	0	1	-2	-19
COc1ccc(CCNC(=O)c2ccc(OCC(=O)N3CCOCC3)c(OC)c2)cc1	-2	0.2	12	0	-10	3	-28	-6	2
CCC(COC)NC(=O)CCc1nnc(Cc2cccc(C(F)(F)F)c2)o1 (configuration not stated)	-3	-0.4	-36	-3	-23	1	11	-2	11
Cc1nc(-c2nc(-c3c(C(=O)NNC(=O)Nc4cccc(Cl)c4)noc3C)cs2)cs1	-1	1.7	20	-3	-13	2	-2	-14	-5
CC(=O)N1CCN(C(=O)CNC(=O)c2ccc(Br)o2)CC1	-2	1.1	-23	2	3	1	-1	-7	-1
CCOc1c(Br)cc(CNc2ccc(N3CCN(C(C)=O)CC3)cc2)cc1OC	1	3.2	-7	-7	-17	5	-4	-26	-1
COc1ccc(NC(=O)CSCC(=O)N(C)CC(=O)Nc2cccc3ccccc23)cc1	-3	0.9	-3	-2	-20	1	11	2	-2
CCOC(=O)c1ccc(N2C(=O)C3CCOc4ccccc4C32)cc1 (configuration not stated)	6	-0.4	-17	4	-15	2	-21	-6	10
COc1ccccc1C(=O)NCCC(=O)N(C)Cc1ccc(C)o1	-2	0.5	-22	13	-9	1	-20	1	-1
CCCN(CCC)CCCNC(=O)c1ccc(CS(=O)(=O)c2c(Cl)cccc2Cl)o1	-9	0.0	-7	-13	-15	3	9	-10	-6
Cc1cc2nc(C3CCN(C(=S)NCC(C)C)CC3)[nH]c2cc1C	-7	-0.1	-7	3	-15	4	-13	-1	23
CCOc1cccc2c1OC1(C)CC2NC(=O)N1c1cccc(Cl)c1 (configuration not stated)	0	3.2	15	-11	-4	12	17	5	-5
CCCn1c2ccccc2c2cnn(CC(=O)NC3CCN(Cc4ccccc4)CC3)c(=O)c21	-5	1.8	-15	-6	-24	0	11	-4	-21
CC(C)CC(N)c1csc(NC(=O)NCCc2ccccc2)n1 (configuration not stated)	-1	0.8	11	-9	.	6	22	.	-14
C[C@]12CC[C@H](O)CC1=CCC1C2CC[C@@]2(C)C1CC[C@@H]2NC(=O)[C@@H](N)Cc1ccccc1 (some centres not stated)	-2	1.3	-8	-19	0	25	15	-5	-2
Cc1cc(C)nc(SCC(=O)OCC(=O)Nc2ccccc2)n1	0	0.5	-2	-17	-1	1	10	2	-4
CCOc1[nH]n(-c2ccccc2)c(=O)c1C=Nc1ccc(OC)cc1	-9	-0.5	-1	5	-15	3	17	-3	-5
Cc1ccccc1NC(=O)c1ccc([N+](=O)[O-])o1	-5	1.1	6	-9	4	1	25	-10	-12
CC(C)C(=O)NNC(=O)CSc1nc(C2CCCCC2)nc2ccccc12	-4	0.2	-7	-6	-6	1	8	6	1
Cc1nc(N2CCN(c3ccccn3)CC2)c2c(C)c(C(=O)Nc3ccc(Br)cc3C)sc2n1	-3	-0.2	32	1	-22	-2	5	-8	-15
O=C(c1cccc(F)c1)N1CCN(c2ccc([N+](=O)[O-])c(N3CCOCC3)c2)CC1	-6	0.3	2	9	-6	3	-14	4	16
CCCCNc1ccccc1C(=O)OCC(=O)Nc1ccc(S(N)(=O)=O)cc1	-6	1.3	-15	-5	-7	2	15	-3	-7
CC1ON=C(c2cccc3ccccc23)N(C)C1=O (configuration not stated)	-2	0.4	-21	-4	.	1	6	.	7
O=C(NCc1ccccc1)Nc1cccn(Cc2ccc(Cl)cc2)c1=O	2	0.5	0	-3	-9	8	0	-7	-10
O=C(NC1CCCN(c2ccc(C(F)(F)F)cn2)C1)c1ccnc(Cl)c1 (configuration not stated)	-4	1.1	6	-10	-17	0	-1	-8	-1
CCOCC(=O)Nc1nc2ccccc2s1	-4	1.0	-4	-6	11	14	18	-9	-10
COc1ccc(Cl)cc1NC(=O)C(OC)c1ccccc1 (configuration not stated)	-5	-0.1	-5	-9	15	3	15	0	-17
Cc1ccc(C(=O)N[C@H](C(=O)OCc2cc(=O)oc3cc(C)ccc23)C(C)C)cc1	-10	0.7	4	-8	-14	-3	22	-6	-12
Cn1cc([N+](=O)[O-])c(C(=O)Nc2ccc(Br)cn2)n1	-4	-0.9	-12	4	7	5	6	2	-25
Cc1cccnc1NC(=O)CCNC(=O)c1ccc(Cl)cc1	-3	-0.1	-9	0	-7	-1	-22	-5	4
COc1ccc(C(=O)NCCSCc2ccc(Cl)cc2)cc1OC	-5	1.3	14	-5	-13	2	9	-3	9
CCOC(=O)c1c(P(=O)(N2CCOCC2)N2CCOCC2)noc1N	-1	0.0	1	-28	-5	21	15	1	-4
NS(=O)(=O)c1ccc(N2C(=O)C3CC=CCC3C2=O)cc1 (configuration not stated)	2	-0.5	8	6	-6	4	-7	-29	3
Cc1cccc(-c2nc(CS(=O)CC(=O)NCCc3ccc(Cl)cc3)c(C)o2)c1 (configuration not stated)	5	1.6	-3	-12	-30	-1	17	-11	-3
Cc1cc(C(=O)N/N=C/c2c(CO)cnc(C)c2O)c2ccccc2n1	-1	6.4	-10	-2	-12	1	9	-4	4
